Bioassay records (PubChem)
TR SRC2 fluor cs: Total Fluorescence Counterscreen for Inhibitors of the Interaction of Thyroid Hormone Receptor and Steroid Receptor Coregulator 2; TRb/SRC2 Texas Red total fluorescence interference; 280,000 compounds, 0.29% hits; Potency, µM (titrated, usually from 106 µM), for the others: at the highest dose fluorescence change, negative = quenching; AID 1479, 2009; active = well fitted curve in either direction with a large enough effect; inconclusive = small, poorly fitted or top-dose-only effect; note: % is set by controls: 0 for no effect and ±100 for the full control effect
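Human TRβ ligand-binding domain (0.6 uM) and Texas Red SRC2 peptide (20 nM) in Tris buffer with 1 uM T3 and 5% DMSO were incubated with pinned compound for 5 hr at ambient temperature. Total fluorescence was computed as S + 2P (555/632 nm).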
LMNA splice mod: qHTS Assay for Modulators of Lamin A Splicing | Potency, µM (series often up to 46.1 µM), for inactives: top-dose ratio change, negative = inhibition, actives largely listed as inhibitors | 200,000 compounds, 0.01% hits | HeLa LMNA splicing GFP/RFP minigene ratio, 48 h | AID 1487, 2009; active = well fitted inhibition curve with a large enough effect in the signal ratio, with a control signal flat, not every such curve was filed as active; inconclusive = small, poorly fitted or top-dose-only effect, or effect the other way, or a change in a side signal; the % refers to the signal ratio; note: % is set by controls: 0 for no effect and ±100 for the full control effect
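S3 HeLa cells stably expressing lamin A-EGFP splicing minigene plus DsRed2, 600 cells/well, 48 h compound exposure at 37C. Laser-scanning cytometry; analysed as GFP (500-530 nm)/RFP (575-640 nm) total intensity ratio; 0.5% DMSO vehicle.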
SMN2 splice enh: qHTS Assay for Enhancers of SMN2 Splice Variant Expression | HEK293 SMN2-luciferase splicing reporter, luminescence, 30-36 h | Potency, µM (titrated, usually from 46.1 µM), inactives show top-dose activity change, positive = activation, most hits filed as activators | 210,000 compounds, 2.8% hits | AID 1458, 2008; note: % of control where 0% means no effect; nearly all actives have a fitted effect of over 55% in size
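HEK293 cells carry an SMN2 minigene-luciferase reporter in which exon 7 inclusion puts luciferase in frame. Cells were seeded at 2000 cells/well, attached for 10-12 hours, then exposed to compounds for 30-36 hours at 37C before ONE-Glo luminescence.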
TRb SRC2 PPI: qHTS for Inhibitors of the Interaction of Thyroid Hormone Receptor and Steroid Receptor Coregulator 2. Potency, µM (highest dose often 106 µM), for the others: top-dose activity change, negative = inhibition, hits mostly inhibitors. AID 1469, 2008. TRbeta-SRC2 peptide binding, fluorescence polarization; receptor liganded with 1 µM T3. 280,000 compounds, 0.065% hits. Thyroid hormone receptor beta (Homo sapiens), P10828;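 note: plate controls were bound peptide for no effect and peptide without receptor for full effect; nearly all actives have a fitted effect of over 50% in size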
Target sequence (P10828 whole entry, looked up): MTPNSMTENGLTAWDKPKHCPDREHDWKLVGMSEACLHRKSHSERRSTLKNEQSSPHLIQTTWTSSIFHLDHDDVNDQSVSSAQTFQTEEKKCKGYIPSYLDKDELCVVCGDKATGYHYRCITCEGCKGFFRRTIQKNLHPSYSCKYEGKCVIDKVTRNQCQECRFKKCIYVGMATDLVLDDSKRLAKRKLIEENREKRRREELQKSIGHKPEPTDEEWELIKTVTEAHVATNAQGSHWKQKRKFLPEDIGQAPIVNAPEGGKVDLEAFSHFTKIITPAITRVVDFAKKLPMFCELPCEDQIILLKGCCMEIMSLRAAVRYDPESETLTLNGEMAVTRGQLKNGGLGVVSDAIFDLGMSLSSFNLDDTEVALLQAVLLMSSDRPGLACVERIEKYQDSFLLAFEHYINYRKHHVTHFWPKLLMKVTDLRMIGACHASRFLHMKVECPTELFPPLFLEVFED
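Fluorescence polarization of 20 nM Texas Red SRC2 peptide (20-aa NR interaction domain) bound to 0.6 uM human TRb ligand-binding domain, with 1 uM T3, after 5 hr at ambient temperature; inhibition seen as decreased polarization.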
* = called active by the depositor; [ ] = another dose, or the depositor's remark. Unless noted, calls come from the whole dose curve; as a rule, active = well fitted curve in the direction sought with a large enough effect; inconclusive = small, poorly fitted or top-dose-only effect, or another doubt; inactive = no such curve, though single readings can be large; an effect the other way counts as inactive or inconclusive. Potency is the fitted concentration of half-maximal effect. An excerpt; the hit share may differ from the screen's.

`CC(C(=O)Nc1cc(C(F)(F)F)ccc1Cl)n1nnc2sc3c(c2c1=O)CCCC3` (stereo unspecified) gave TR SRC2 fluor cs 0%, SMN2 splice enh 8% and TRb SRC2 PPI -5%.
`CCOc1ccc(C2C(C(=O)Nc3ccccc3C)=C(C)Nc3nnnn32)cc1` (stereo unspecified) gave TR SRC2 fluor cs -13%, SMN2 splice enh -4% and TRb SRC2 PPI 1%.
`COc1ccc(-c2noc(COc3cc(C)c(Br)c(C)c3)n2)cc1OC` gave TR SRC2 fluor cs 7%, SMN2 splice enh -4% and TRb SRC2 PPI -5%.
Screening COc1ccc(NC(=O)C(=O)NCCc2ccc(OC)c(OC)c2)c(OC)c1 returned TR SRC2 fluor cs 3%, SMN2 splice enh -10% and TRb SRC2 PPI -1%.
Cc1ccc(CNC(=O)C2CCN(c3nc4ccccc4n(C)c3=O)CC2)cc1 was read as TR SRC2 fluor cs 0%, SMN2 splice enh -1% and TRb SRC2 PPI -11%.
CC(=O)Nc1ccc(S(=O)(=O)NC2(C(F)(F)F)C(=O)Nc3c2c(=O)[nH]c(=O)n3-c2ccc(C)cc2)cc1 (stereo unspecified) was read as TR SRC2 fluor cs -9%, SMN2 splice enh -3% and TRb SRC2 PPI 7%.
Screening COc1ccc(-c2nc3nc(C)cc(Nc4cccc(C(F)(F)F)c4)n3n2)cc1 returned TR SRC2 fluor cs 2%, SMN2 splice enh 0% and TRb SRC2 PPI -5%.
`Cc1c(NC(=O)c2cc(=O)c3cc(Cl)ccc3o2)c(=O)n(-c2ccccc2)n1C` gave TR SRC2 fluor cs inconclusive, SMN2 splice enh 0% and TRb SRC2 PPI 2%.
CCC1=Nc2cc(C(=O)NCC(C)c3ccccc3)ccc2Sc2ccc(C)cc21 (stereo unspecified) was read as TR SRC2 fluor cs -1%, SMN2 splice enh -30% and TRb SRC2 PPI 1%.
CCc1ccc(CN(Cc2ccco2)C(=O)COc2ccc(Cl)c(C)c2)cc1 was read as TR SRC2 fluor cs -1%, SMN2 splice enh -9% and TRb SRC2 PPI -5%.
`CCOc1ccccc1NC(=O)Cn1nnc2sc(-c3ccccc3)cc2c1=O` gave TR SRC2 fluor cs -1%, SMN2 splice enh 2% and TRb SRC2 PPI 1%.
Cc1ccc(Nc2cc(C)c(C#N)c3nc4ccccc4n23)cc1Cl was read as TR SRC2 fluor cs -1%, SMN2 splice enh 4% and TRb SRC2 PPI 2%.
COc1ccc(NC(=O)Cn2cnc3ccc(S(=O)(=O)N4CCC(C)CC4)cc3c2=O)cc1OC was read as TR SRC2 fluor cs -15%, SMN2 splice enh -5% and TRb SRC2 PPI 2%.
Screening CC(=O)c1cccc(NC(=O)CCS(=O)(=O)c2cc(Br)cc3c2N(C(=O)C2CC2)CC3)c1 returned TR SRC2 fluor cs -2%, SMN2 splice enh -11% and TRb SRC2 PPI -1%.
CC1=C(C(=O)OCC2CCCCC2)C(c2c(F)cccc2Cl)CC(=O)N1 (stereo unspecified) was read as TR SRC2 fluor cs -1%, SMN2 splice enh -18% and TRb SRC2 PPI 1%.
`COc1cccc(OCCCCn2c(-c3ccc(Cl)cc3)nc3ccccc3c2=O)c1` gave TR SRC2 fluor cs 2%, SMN2 splice enh -1% and TRb SRC2 PPI 2%.
For CCOc1ccccc1NC(=O)Cn1nnc(C(=O)NCc2cccs2)c1N the results were TR SRC2 fluor cs -2%, SMN2 splice enh -32%[inhibitor] and TRb SRC2 PPI -10%.
O=C(CCc1nc2cccnc2n1Cc1ccccc1)NCc1cccc(Cl)c1 was read as TR SRC2 fluor cs -3%, SMN2 splice enh 4% and TRb SRC2 PPI -3%.
`COc1ccc(OC)c(-n2c3c(cc(-c4nc(-c5ccc(Cl)cc5)cs4)c2=O)C(=O)CC(C)(C)C3)c1` gave TR SRC2 fluor cs 3%, SMN2 splice enh -1% and TRb SRC2 PPI -6%.
For Cc1ccc(Cn2c(=O)n(Cc3ccccc3Cl)c(=O)c3cccnc32)cc1 the results were TR SRC2 fluor cs -4%, SMN2 splice enh -4% and TRb SRC2 PPI -4%.
CCCC(=O)Nc1cc(-c2nnc3c4ccccc4c(C)nn23)ccc1C was read as TR SRC2 fluor cs inconclusive, SMN2 splice enh 7% and TRb SRC2 PPI -2%.
`CCCn1c(=N)c(C(=O)NC2CCCC2)cc2c(=O)n3cc(C)ccc3nc21` gave TR SRC2 fluor cs -2%, SMN2 splice enh 17% and TRb SRC2 PPI -10%.
CCc1ccccc1NC(=O)CSc1ncc(S(=O)(=O)c2ccccc2)c(=O)[nH]1 was read as TR SRC2 fluor cs 3%, SMN2 splice enh -1% and TRb SRC2 PPI -7%.
Screening O=C(Nc1cc(Cl)ccc1O)c1cc2nc(-c3ccc4c(c3)OCO4)cc(C(F)(F)F)n2n1 returned TR SRC2 fluor cs inconclusive, SMN2 splice enh 7% and TRb SRC2 PPI -3%.
For N#Cc1c(C(F)(F)F)cc(-c2ccc(F)cc2)nc1SCC(=O)Nc1ccccc1 the results were TR SRC2 fluor cs 0%, SMN2 splice enh -16% and TRb SRC2 PPI -3%.
For CCc1ccccc1NC(=O)CCS(=O)(=O)c1cccc2nonc12 the results were TR SRC2 fluor cs -2%, SMN2 splice enh -3% and TRb SRC2 PPI 1%.
Screening COc1ccc(OC)c(NC(=O)Cn2c(=O)n(-c3ccc(Cl)cc3)c(=O)c3c(C)c(C)sc32)c1 returned TR SRC2 fluor cs -2%, SMN2 splice enh 6% and TRb SRC2 PPI 2%.
CCOC(=O)c1cnc2cc(C(F)(F)F)ccc2c1Nc1ccc(F)cc1F was read as TR SRC2 fluor cs 4%, SMN2 splice enh -11% and TRb SRC2 PPI 4%.
Screening COc1cccc(C2C(C(=O)Nc3ccc(C)cc3C)=C(C)Nc3nc4ccccc4n32)c1OC (stereo unspecified) returned TR SRC2 fluor cs 1%, SMN2 splice enh -2% and TRb SRC2 PPI -10%.
Screening CCOC(=O)c1ccc2c(c1)[C@@H]1C=CC[C@@H]1[C@H](c1cccc(OC)c1OC)N2 returned TR SRC2 fluor cs -2%, SMN2 splice enh -12% and TRb SRC2 PPI -6%.
`O=C(c1ccc(CS(=O)(=O)c2c(Cl)cccc2Cl)o1)N1CCN(c2ccccc2)CC1` gave TR SRC2 fluor cs 6.3µM*[quencher], SMN2 splice enh -41%[inhibitor] and TRb SRC2 PPI -24%.
`CN(Cc1ccccc1)S(=O)(=O)c1cc(Br)cc2c1N(C(=O)C1CC1)CC2` gave TR SRC2 fluor cs 0%, SMN2 splice enh -9% and TRb SRC2 PPI 6%.
`COc1cc(OC)c(N(C)C(=O)c2cc3c(=O)oc4ccccc4c3s2)cc1Cl` gave TR SRC2 fluor cs 0%, SMN2 splice enh 3% and TRb SRC2 PPI -11%.
`CCOC(=O)Cn1nc(C)c(NC(=O)COc2ccc(Cl)cc2C)c1C` gave TR SRC2 fluor cs -11%, SMN2 splice enh -52%[inhibitor] and TRb SRC2 PPI 4%.
COc1cccc(C(=O)Nc2ccc3nc4n(c(=O)c3c2)CCCCC4)c1 was read as TR SRC2 fluor cs -2%, SMN2 splice enh 27% and TRb SRC2 PPI 2%.
Screening CC(CNC(=O)c1ccc(CSc2nc3ccncc3n2Cc2cccc(F)c2)cc1)c1ccccc1 (stereo unspecified) returned TR SRC2 fluor cs 5%, SMN2 splice enh -18% and TRb SRC2 PPI 1%.
Screening CCCCOC(=O)CSc1ncnc2sc3c(c12)CCC(C)C3 (stereo unspecified) returned TR SRC2 fluor cs -3%, SMN2 splice enh 3% and TRb SRC2 PPI 4%.
Cc1ccc(S(=O)(=O)Nc2cc3c(cc2NCc2ccccc2)n(C)c(=O)n3C)c(C)c1 was read as TR SRC2 fluor cs 0%, SMN2 splice enh 10µM* and TRb SRC2 PPI -5%.
Screening Cc1cccc(C(=O)Nc2cccc(OCc3cc(=O)n4cc(C)sc4n3)c2)c1 returned TR SRC2 fluor cs -2%, SMN2 splice enh -3% and TRb SRC2 PPI -3%.
Screening O=C(Nc1ccc(F)cc1)c1ccc2c(c1)NC(=O)c1ccccc1S2 returned TR SRC2 fluor cs 8%, SMN2 splice enh -70%[inhibitor] and TRb SRC2 PPI 4%.

Quoted at random: 3 entries already listed.
O=C(CCc1nc2cccnc2n1Cc1ccccc1)NCc1cccc(Cl)c1 was read as TR SRC2 fluor cs -3%, SMN2 splice enh 4% and TRb SRC2 PPI -3%.
CC1=C(C(=O)OCC2CCCCC2)C(c2c(F)cccc2Cl)CC(=O)N1 (stereo unspecified) was read as TR SRC2 fluor cs -1%, SMN2 splice enh -18% and TRb SRC2 PPI 1%.
Cc1ccc(CNC(=O)C2CCN(c3nc4ccccc4n(C)c3=O)CC2)cc1 was read as TR SRC2 fluor cs 0%, SMN2 splice enh -1% and TRb SRC2 PPI -11%.

(next part)
CCc1ccc(C(=O)c2cn(CC(=O)Nc3ccc(OC)cc3OC)c3ccc(CC)cc3c2=O)cc1 was read as TR SRC2 fluor cs 0%, SMN2 splice enh 4% and TRb SRC2 PPI 4%.
For COc1ccc(C2CC(=O)c3c(C)nc(N4CCN(C=O)CC4)nc3C2)c(OC)c1 (stereo unspecified) the results were TR SRC2 fluor cs 5%, SMN2 splice enh -26% and TRb SRC2 PPI 6%.
For Cc1nc2c(C(=O)NCCc3ccccc3)c[nH]n2c(=O)c1Cc1ccc(F)cc1Cl the results were TR SRC2 fluor cs -18%, SMN2 splice enh -10% and TRb SRC2 PPI -8%.
Screening COc1ccccc1CCNC(=O)Cc1c(C)c2ccc(O)cc2oc1=O returned TR SRC2 fluor cs -11%, SMN2 splice enh -6% and TRb SRC2 PPI 7%.
Screening COc1ccc(NC(=O)CSc2nc3c(oc4ccccc43)c(=O)n2-c2ccccc2)cc1OC returned TR SRC2 fluor cs 1%, SMN2 splice enh -4% and TRb SRC2 PPI -9%.
`Cc1ccc2oc(-c3ccc(Cl)c(NC(=O)c4ccc(-c5ccccc5[N+](=O)[O-])o4)c3)nc2c1` gave TR SRC2 fluor cs 2%, SMN2 splice enh -9% and TRb SRC2 PPI 4%.
`Cc1cc(N2CCN(c3cccc(C(F)(F)F)c3)CC2)n2nc(-c3ccccc3C)nc2n1` gave TR SRC2 fluor cs -1%, SMN2 splice enh 5% and TRb SRC2 PPI -1%.
Screening Cc1cccc(N2CCN(Cc3nnc(-c4cccc(Br)c4)o3)CC2)c1C returned TR SRC2 fluor cs -1%, SMN2 splice enh 4% and TRb SRC2 PPI -13%.
Screening Cc1ccc(C)c(N2CCN(C(=O)c3cc4c(=O)oc5ccccc5c4s3)CC2)c1 returned TR SRC2 fluor cs -3%, SMN2 splice enh -9% and TRb SRC2 PPI 1%.
Cc1ccc(NC(=O)c2ccc3c(c2)NC(=O)c2ccccc2S3)c(Cl)c1 was read as TR SRC2 fluor cs 8%, SMN2 splice enh -39%[inhibitor] and TRb SRC2 PPI 7%.
`COc1ccc2nc3oc(C(=O)N(C)c4ccc(Cl)cc4)cc3cc2c1` gave TR SRC2 fluor cs 0%, SMN2 splice enh 14% and TRb SRC2 PPI 2%.
`COc1ccc(NC(=O)Cn2c(=O)n(CC3CCCO3)c(=O)c3ccccc32)cc1` (stereo unspecified) gave TR SRC2 fluor cs -2%, SMN2 splice enh 1% and TRb SRC2 PPI 11%.
`COc1ccc(N2CCN(Cc3nnc(-c4cccc(Br)c4)o3)CC2)cc1` gave TR SRC2 fluor cs -3%, SMN2 splice enh 13% and TRb SRC2 PPI -9%.
`O=c1c2sc3ccccc3c2n(Cc2cccc(Cl)c2)c(=O)n1Cc1ccc(F)cc1` gave TR SRC2 fluor cs 0%, SMN2 splice enh -12% and TRb SRC2 PPI -2%.
`CCN(CC)CCCNC(=O)Cn1c(-c2cccs2)cc2cc(Cl)ccc21` gave TR SRC2 fluor cs 5%, LMNA splice mod -22%[46 µM] and TRb SRC2 PPI -1%.
